# Bioassay records from PubChem.
# Cardiac RTF inh – cardiac RTF calcium desensitization; P19429+P45379; IANBD-labeled cardiac RTF, Ca2+ fluorescence; inhibition, % at 7.15 µM; 340,000 tested, 0.12% active; AID 493244;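 active = inhibition above the mean inhibition of all tested compounds plus 3 SD, cut at about 17% in these data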;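 also: assay run at fixed EC70 calcium of 1.6 mM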
# PKA-R2B activ – PKA-R2B complex activation; P22694+P31323; PKA-R2B holoenzyme dissociation, Cy5-IP20 fluorescence polarization; R2B truncated from residue 108, S112A mutant; 0% DMSO only, 100% 113 µM cGMP; activation, % at 11.4 µM; 340,000 tested, 0.079% active;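 active = activation above a cutoff set at the mean over all compounds plus 3 SD, cut at about 18% in these data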;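 also: higher means more holoenzyme dissociation and a rise in polarization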
# Target sequence (P31323 whole entry, looked up, other chains not shown, the tested form may be a part): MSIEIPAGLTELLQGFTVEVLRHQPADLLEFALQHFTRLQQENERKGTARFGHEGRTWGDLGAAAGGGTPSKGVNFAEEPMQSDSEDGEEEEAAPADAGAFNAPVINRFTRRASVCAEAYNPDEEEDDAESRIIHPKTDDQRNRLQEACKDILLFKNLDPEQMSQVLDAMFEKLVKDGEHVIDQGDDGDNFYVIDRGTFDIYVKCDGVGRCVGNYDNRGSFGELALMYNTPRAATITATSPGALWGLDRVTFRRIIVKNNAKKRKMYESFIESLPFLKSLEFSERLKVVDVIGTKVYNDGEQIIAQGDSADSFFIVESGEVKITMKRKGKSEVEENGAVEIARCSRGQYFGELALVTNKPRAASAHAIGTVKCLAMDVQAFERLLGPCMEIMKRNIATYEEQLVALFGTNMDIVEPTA
# CAL PDZ FP-1 – inhibitors of human CAL PDZ peptide binding; Q9HD26; purified CAL PDZ, TMR-peptide fluorescence polarization, 1 h; inhibition, % at 20 µM; 330,000 tested, 0.02% active; AID 504414;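 active = highest replicate inhibition of at least 40%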;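 also: plate controls were DMSO neutral control wells for no effect and unlabeled competitor peptide control wells for full effect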
#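 Read-out basis: mP drop reported as inhibition | Assay system: Tagged CAL PDZ protein CerCALP, purified | Benchmarks: Unlabelled peptide for full inhibition, DMSO wells as neutral | Schedule: 1 h incubation at room temperature before polarization reading | Buffer or medium: Sodium phosphate/NaCl buffer pH 7.4 with TCEP, IgG, Thesit | Doses: Single point, 20 µM | Measured by: Fluorescence polarization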
# DAGLB inh – diacylglycerol lipase beta (human) inhibition. Q8NCG7. HEK293T DAGLB membrane lysate, EnzChek fluorogenic substrate. inhibition, % at 5.17 µM. 340,000 tested, 0.059% active; in the data active = inhibition above about 34%;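 also: 0% = enzyme with vehicle and 100% = wells lacking enzyme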
# Rtt109 HAT inh – blocks Candida albicans Rtt109/Vps75 acetyltransferase activity | inhibition, % at 34.9 µM | Q5AAJ8 | AID 540336 | 330,000 tested, 0.16% active | purified Rtt109/Vps75, ThioGlo CoA-SH fluorescence, 4 h;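 active = inhibition of at least 50% in every replicate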
# RTF Ca sens act – cardiac RTF calcium sensitization; 340,000 tested, 0.24% active; P19429+P45379; activation, % at 7.2 µM; AID 493008; IANBD-labeled TnC RTF fluorescence at EC20 calcium; 0% EC20 calcium, 100% full calcium;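 active = activation above the mean over all tested compounds plus 3 SD, cut at about 30% in these data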;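 also: rise in fluorescence read as greater calcium sensitivity of cardiac thin filaments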
# C-LANA FP – KSHV C-LANA DNA binding inhibition; MBP-C-LANA/FAM-LBS DNA binding, fluorescence polarization; inhibition, % at 9 µM; 340,000 tested, 0.078% active;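 active = highest replicate inhibition at or above 60% at 9 µM, even if other replicates fall short; inactive = all replicates below 60% inhibition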;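 also: 0% = neutral control wells and 100% = 4 µM acridine orange control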
# SR-BI DiI-HDL act – SR-BI HDL lipid transfer activation; CHO ldlA[mSR-BI] cells, DiI-HDL uptake fluorescence, 3 h; 100 = double the neutral-control signal; activation, % at 12.5 µM; 320,000 tested, 0.096% active; AID 504775;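 active = mean replicate activation of at least 60% and every replicate at or above 60%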;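 also: 0% = median plate neutral-control signal and 100% = twice that signal; values of inactives mirror those of a sister screen read the other way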
#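 Material – SR-BI-overexpressing, LDLR-lacking CHO cells · Medium – BSA-supplemented, HEPES-buffered Ham's F12, pH 7.4 · Doses – single concentration · Times – compound with DiI-HDL co-incubation, 3 h at 37 °C · Measured by – bottom-read fluorescence, 550/595 nm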
# Keap1-Nrf2 PPI – disrupts human Keap1 binding to Nrf2 peptide; Keap1 Kelch-Nrf2 peptide fluorescence polarization, 1536-well; inhibition, % at 9.4 µM; Q14145; 340,000 tested, 0.15% active; in the data active = inhibition above about 12%;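 also: human Keap1 Kelch domain with fluorescein labeled Nrf2 9mer peptide probe; 0% = neutral control wells and 100% = peptide positive control; higher means more block of Keap1 binding to Nrf2 peptide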
# CAL PDZ FP-2 – CAL PDZ (human) peptide binding inhibition. 300,000 tested, 0.92% active. AID 602252. purified CAL PDZ, TMR-peptide fluorescence polarization, 1 h. inhibition, % at 24.9 µM. Q9HD26;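 active = mean inhibition of at least 30% with at least half of replicates also reaching 30%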;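 also: 0% = DMSO neutral control and 100% = excess unlabeled competitor peptide PRC23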
# * marks the source's active call; other numbers are inactive results; x = no result given.
molecule,CAL PDZ FP-2,C-LANA FP,CAL PDZ FP-1,Cardiac RTF inh,DAGLB inh,PKA-R2B activ,Rtt109 HAT inh,RTF Ca sens act,SR-BI DiI-HDL act,Keap1-Nrf2 PPI
CCc1ccc(C(C)NC(=O)Cc2ccc(F)cc2)cc1 (stereo not drawn),-6,-3.2,-2.2,-2,-1,-9,1,-2,-3,10
Cc1cc(NC(=O)c2cc(-c3ccccc3)on2)n(-c2ccccc2)n1,-3,0.1,-0.1,4,-1,-1,-1,-5,8,0
COc1cccc2sc3ccc(C#CC4(N)CCCCC4)cc3c(=O)c12,-6,-0.7,-10,7,2,-4,-3,-8,-41,-5
CC1CCN(C(=O)CSc2ccc(-c3ccccc3)nn2)CC1,-10,1.1,0.3,-14,-3,-4,0,-2,12,1
CC(=O)Nc1ccc(N2C(=O)CC(N3CCSCC3)C2=O)cc1 (stereo not drawn),-3,-1.5,-2.4,3,-4,-8,2,4,-20,-2
CCC(=O)Nc1c2c(nn1-c1ccc([N+](=O)[O-])cc1)CS(=O)(=O)C2,-4,1.6,0.5,3,-1,3,-3,-5,16,3
CC(C)N1CCc2c(sc(NC(=O)CCS(=O)(=O)c3ccccc3)c2C#N)C1,2,1.5,-0.3,-2,0,-7,1,-2,-20,-2
Cc1ccc(S(=O)(=O)N(C)c2nc3ccccc3n3c(C(C)C)nnc23)cc1,-2,4.0,-1.5,-12,-3,6,5,6,-20,-10
CC(C)(C)c1n[nH]c(=S)n(/N=C/c2cccs2)c1=O,-1,-0.4,-0.5,-14,-1,2,9,6,-10,-1
CCS(=O)(=O)Nc1ccc(C2=NN(C(=O)c3ccco3)C(c3cccs3)C2)cc1 (stereo not drawn),-5,1.7,-3.7,-1,-1,4,-14,2,-16,0
O=C(NCCCN1CCOCC1)c1ccc([N+](=O)[O-])cc1[N+](=O)[O-],-2,-1.2,0.1,2,1,-11,6,-5,8,-3
Cc1cccc(-n2c(CCc3ccccc3)nnc2SCC(=O)c2ccccc2)c1,1,0.9,-0.6,-8,0,-5,-36,4,20,-1
Cc1nc2ccc(NC(=O)c3cc([N+](=O)[O-])cc([N+](=O)[O-])c3Cl)cc2s1,-3,-0.4,2.3,2,5,-14,0,-3,-30,-3
O=C(NCCCl)Nc1ccccc1OCCOc1ccccc1NC(=O)NCCCl,-5,0.2,-3.8,1,3,5,2,4,-10,3
Cc1cc(C(C#N)c2ccccc2F)n2ncnc2n1 (stereo not drawn),-3,0.1,-0.8,-5,4,-3,0,6,10,-1

# Other records:
molecule,CAL PDZ FP-2,C-LANA FP,CAL PDZ FP-1,Cardiac RTF inh,DAGLB inh,PKA-R2B activ,Rtt109 HAT inh,RTF Ca sens act,SR-BI DiI-HDL act,Keap1-Nrf2 PPI
Cc1ccccc1-n1c(Cn2c(=O)sc3ccccc32)nnc1SCC(=O)Nc1nccs1,6,0.8,-0.1,2,2,-4,11,6,-1,-4
CCn1c(-c2cc(Cl)ccc2OC)n[nH]c1=S,x,-0.2,-1.9,-2,3,-3,-2,-3,6,-1
C#CCOCCOCCOCCNc1nc(N2CCN(C(=O)[C@H](CCC(=O)O)n3cc([C@@H](N)CO)nn3)CC2)nc(N2CCN(C(=O)[C@H](CCC(=O)O)n3cc([C@@H](N)CCSC)nn3)CC2)n1,4,-1.9,1.8,-3,-5,0,-2,-5,19,-4
O=C1CCCC2=C1C(c1cccs1)n1nc(SCc3ccccc3F)nc1N2 (stereo not drawn),-5,3.9,-2.8,-4,1,3,6,-5,-1,-2
CCN(CC)S(=O)(=O)c1ccc(N2CCN(S(=O)(=O)c3ccccc3)CC2)nc1,2,-1.1,-4.6,-13,-3,6,-3,0,x,0

# 13 successive compounds already listed, for reference:
molecule,CAL PDZ FP-2,C-LANA FP,CAL PDZ FP-1,Cardiac RTF inh,DAGLB inh,PKA-R2B activ,Rtt109 HAT inh,RTF Ca sens act,SR-BI DiI-HDL act,Keap1-Nrf2 PPI
CC(=O)Nc1ccc(N2C(=O)CC(N3CCSCC3)C2=O)cc1 (stereo not drawn),-3,-1.5,-2.4,3,-4,-8,2,4,-20,-2
CCC(=O)Nc1c2c(nn1-c1ccc([N+](=O)[O-])cc1)CS(=O)(=O)C2,-4,1.6,0.5,3,-1,3,-3,-5,16,3
CC(C)N1CCc2c(sc(NC(=O)CCS(=O)(=O)c3ccccc3)c2C#N)C1,2,1.5,-0.3,-2,0,-7,1,-2,-20,-2
Cc1ccc(S(=O)(=O)N(C)c2nc3ccccc3n3c(C(C)C)nnc23)cc1,-2,4.0,-1.5,-12,-3,6,5,6,-20,-10
CC(C)(C)c1n[nH]c(=S)n(/N=C/c2cccs2)c1=O,-1,-0.4,-0.5,-14,-1,2,9,6,-10,-1
CCS(=O)(=O)Nc1ccc(C2=NN(C(=O)c3ccco3)C(c3cccs3)C2)cc1 (stereo not drawn),-5,1.7,-3.7,-1,-1,4,-14,2,-16,0
O=C(NCCCN1CCOCC1)c1ccc([N+](=O)[O-])cc1[N+](=O)[O-],-2,-1.2,0.1,2,1,-11,6,-5,8,-3
Cc1cccc(-n2c(CCc3ccccc3)nnc2SCC(=O)c2ccccc2)c1,1,0.9,-0.6,-8,0,-5,-36,4,20,-1
Cc1nc2ccc(NC(=O)c3cc([N+](=O)[O-])cc([N+](=O)[O-])c3Cl)cc2s1,-3,-0.4,2.3,2,5,-14,0,-3,-30,-3
O=C(NCCCl)Nc1ccccc1OCCOc1ccccc1NC(=O)NCCCl,-5,0.2,-3.8,1,3,5,2,4,-10,3
Cc1cc(C(C#N)c2ccccc2F)n2ncnc2n1 (stereo not drawn),-3,0.1,-0.8,-5,4,-3,0,6,10,-1
Cc1ccccc1-n1c(Cn2c(=O)sc3ccccc32)nnc1SCC(=O)Nc1nccs1,6,0.8,-0.1,2,2,-4,11,6,-1,-4
CCn1c(-c2cc(Cl)ccc2OC)n[nH]c1=S,x,-0.2,-1.9,-2,3,-3,-2,-3,6,-1
